ALOX12 inh: inhibitors of human 12S-lipoxygenase ALOX12; Potency, µM (titrated, usually from 108 µM), inactives show at the top dose activity change, negative = inhibition, usual class: inhibitors; purified 12hLO, xylenol orange hydroperoxide absorbance; P18054; 1.1% of 580,000 active; active = well fitted inhibition curve with a large enough effect; inconclusive = small, poorly fitted or top-dose-only effect, or another doubt; inactive = no such curve, though single readings can be large or run the other way
Target sequence (P18054 whole entry, looked up): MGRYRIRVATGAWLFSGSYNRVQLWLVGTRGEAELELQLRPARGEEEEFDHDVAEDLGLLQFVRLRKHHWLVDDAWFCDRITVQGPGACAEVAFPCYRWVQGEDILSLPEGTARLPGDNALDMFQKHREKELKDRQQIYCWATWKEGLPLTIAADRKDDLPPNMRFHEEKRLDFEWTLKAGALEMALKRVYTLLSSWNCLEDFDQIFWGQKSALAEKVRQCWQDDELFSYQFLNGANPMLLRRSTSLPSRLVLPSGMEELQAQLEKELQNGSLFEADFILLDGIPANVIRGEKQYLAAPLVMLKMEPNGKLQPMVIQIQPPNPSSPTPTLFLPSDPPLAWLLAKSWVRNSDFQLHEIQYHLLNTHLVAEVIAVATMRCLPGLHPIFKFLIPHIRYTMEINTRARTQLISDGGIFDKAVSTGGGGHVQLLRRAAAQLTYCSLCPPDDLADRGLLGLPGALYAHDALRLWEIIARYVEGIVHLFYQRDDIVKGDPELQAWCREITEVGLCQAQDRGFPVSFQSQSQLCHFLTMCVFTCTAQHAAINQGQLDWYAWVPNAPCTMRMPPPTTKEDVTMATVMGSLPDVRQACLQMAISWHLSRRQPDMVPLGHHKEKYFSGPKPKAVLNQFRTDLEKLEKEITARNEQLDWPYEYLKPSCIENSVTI
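Purified human 12hLO at 150 nM in 25 mM Hepes, 0.01% Triton X-100, pH 7.0, preincubated 15 min at room temperature with compound. Reaction started with 40 uM arachidonic acid, 30 min at room temperature. Hydroperoxide measured by Fe-xylenol orange, 573/405 nm absorbance ratio.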
Numbers without * were called inactive; ? = inconclusive; & = joins results of further samples; [ ] = dose if it differs, or a comment. % is set by controls: 0 for no effect and ±100 for the full control effect; potency is the fitted concentration of half-maximal effect. A portion of the library; rates above refer to the full screens.

SMILES	ALOX12 inh
O=C(c1cc(-c2cccc(C(F)(F)F)c2)c2nncn2n1)N1CCN(c2ncccn2)CC1	3%[6.33 µM]
COc1ccc2cc(C(=O)N3CCC(C(=O)N4CCCC4)CC3)[nH]c2c1	34%
O=C(C1CCCCC1)N1CCC2(CC1)NC(=O)N(c1cccc(F)c1)N2	1.4µM*
CCc1ccccc1C(=O)N[C@@H]1c2ccccc2C2(CCNCC2)[C@H]1OC	30%
CN(C)c1ccc(CNC(=O)c2csc(N3CCN(CCc4ccccc4)C3=O)n2)cc1	0%
O=C(c1ccc(-c2ccccc2)cc1)C(O)c1ccc(-c2ccccc2)cc1 (stereo unspecified)	?
Nc1nccnc1C(=O)NCc1ccc(OC(F)F)cc1	2%
O=C(C1=NOC2(C1)C(=O)Nc1ccccc12)N1CCCC1 (stereo unspecified)	-4%
O=C(Nc1cccc(-c2nnc3n2CCCC3)c1)C1CCCCC1	55%[activator]
C[C@@H]1CN(C2(C(=O)N[C@@H](C)C(N)=O)Cc3ccccc3C2)C[C@H](C)O1	41%[activator]
COCC(=O)N1CCCC(c2nn(-c3ccc(F)cc3)c(=O)[nH]2)C1 (stereo unspecified)	-8%[176 µM]
CN1CCOc2c(C(=O)NCc3cccnc3)cc(-c3ccc(O)c(F)c3)cc21	-4%[176 µM]
COc1ccccc1-c1cc(-c2cccs2)nc2c(C)noc12	7%[176 µM]
COC(=O)[C@@H]1Cc2c([nH]c3ccccc23)[C@H]2C[C@@H](NCc3cccs3)C[C@@H](c3ccc(F)cc3)N21	2%
CCc1cccc(CC)c1NC(=O)c1nn(C)c(=O)c2ccccc12	-28%
C/C(=N/Nc1ccc(S(N)(=O)=O)cc1[N+](=O)[O-])c1ccc(Cl)cc1Cl	?
O=C(c1cc(F)ccc1F)N1CCCC2(C1)NC(=O)N(Cc1cccc(Cl)c1)C2=O (stereo unspecified)	?
CCN1CC2(CCN(C(=O)CCn3nnnc3C)CC2)CC1=O	3%
O=C(Nc1ccc(I)cc1C(F)(F)F)c1ccc(Cl)cc1	0%
CN1CCN([C@@H]2[C@H](O)[C@H](CO)O[C@@H]2CNS(=O)(=O)c2cccs2)CC1	?
COc1ccc(-c2nc(C3CC3)nc3c2CN(C(=O)c2ccccc2OC)CC3)cc1	?
O=C1C(c2ccccc2)=S=C2C=Cc3ccccc3N12	22µM*
Cn1c(=O)c(-c2cccs2)nc2cnc(N3CCNCC3)nc21	?
CC(C)c1cc(=O)oc2cc(OS(=O)(=O)c3ccc4c(c3)OCCO4)ccc12	3%
CCCCCC[C@@H](CCC)C(=O)O	-5%[22.9 µM]
Cc1cc(C)n(CCC(=O)N[C@@H]2CN(S(C)(=O)=O)C[C@H]2CN(C)C)n1	18%
CCc1nc(NCCOC)ncc1C(=O)O	9%
Cc1ccc(C2(CCN3CCN(C)CC3)CCOC(C)(C)C2)cc1 (stereo unspecified)	-64%
Cc1ccc(C(=O)Nc2cccn3nc(C4CCC4)nc23)cc1C	22%
COCc1nc(C2CCCN(C(=O)c3ccccc3F)C2)no1 (stereo unspecified)	8%
O=C(c1cccnc1)N1CC(=O)N2[C@@H](CO)[C@@H](c3ccc(Br)cc3)[C@@H]2C1	-18%
C=CCOC(=O)C1=C(C)N=C2SC=C(CC(=O)N3CCCC3)N2C1c1ccccc1Cl (stereo unspecified)	31%
CCOC(=O)/C(C#N)=C/c1ccc(OCc2ccc(Cl)cc2Cl)cc1	28%
COc1ccc(CC(=O)N[C@@H]2CN(c3ccccn3)C[C@H]2CN(C)C)cc1OC	31%[activator]
COC1=C[C@@H](C)C2CC3OC(=O)C[C@H]4C(C)=C(OC)C(=O)C([C@@]2(C)C1=O)[C@@]34C (stereo partly specified)	1%
COc1ccc(NC(=O)C(c2ccncc2)n2c(=O)c(-c3cc4ccccc4[nH]3)nc3ccccc32)cc1 (stereo unspecified)	-17%
Cc1ccc(-c2nnc(C3CN(C(=O)c4cnccn4)CC34CCOCC4)o2)cc1 (stereo unspecified)	?
CC(C)COc1cccc(C(=O)Nc2ccc3oc(-c4ccncc4)nc3c2)c1	?
COc1cccc(NC(=O)Cn2c(C)ccc(NS(=O)(=O)c3ccccc3)c2=O)c1	38%
O=C(/C=C/c1ccc(F)cc1)NCCCCCCNC(=O)/C=C/c1ccc(F)cc1	-7%
CC1=C[C@]2(C[N+](Cc3ccccc3)=C(N)N2)n2c(=O)n(-c3ccccc3)c(=O)n2C1	-27%
COc1ccc(-n2nnnc2C2CCN(S(=O)(=O)c3cc(OC)ccc3OC)CC2)cc1	-28%
CCN1C(=O)C2(CCN(S(=O)(=O)c3ccc(C)c(C)c3)CC2)c2ccccc21	37%[activator]
CCS(=O)(=O)N1CC(C(=O)NCCc2ccncc2)C2(CCOCC2)C1 (stereo unspecified)	24%
COc1ccc2cc(S(=O)(=O)c3ccc(C(C)C)cc3)c(=O)oc2c1	?
CCNC(=O)NC(=O)C(C)Nc1ccc2oc(C3CC3)nc2c1 (stereo unspecified)	1%
CN(Cc1ccccc1C(F)(F)F)C(=O)c1cccc(Cl)c1	-1%[176 µM]
CCN1CCN(C(=O)c2ccc(-n3nc(C)c(-c4ccc(F)cc4)c3NC(C)=O)cc2)CC1	-44%
O=C([C@H]1C[C@H](Oc2ccccc2)CN1C(=O)Nc1cccc(F)c1)N1CCOCC1	29%
CCOc1ccc(CC(=O)N2CCC(Oc3ncccc3C(=O)N3CCCCC3)C2)cc1 (stereo unspecified)	29%
The listing continues:
SMILES	ALOX12 inh
COc1ccc([C@@H](NC(=O)c2ccc3nnnn3c2)C2CC(O)C2)cn1 (stereo partly specified)	64%[activator]
CC(=O)c1ccc(SCC(=O)N(C2CCCC2)C2CCCC2)c(F)c1	-10%
COc1cc(Nc2c(C#N)cnc3c(OC)cccc23)cc(OC)c1OC	3.2µM*
CC(C)(C)NC(=O)C1CCCN(C2CCN(C3Cc4ccccc4C3)CC2)C1 (stereo unspecified)	-22%
COc1coc(C(=O)NCCC2CN(c3cnn(C)c(=O)c3)CCO2)cc1=O (stereo unspecified)	-36%
NC(=S)NN=C1CCCCCCCCCCCCC1	?
CCCOc1ccc(Cl)cc1CNC(=O)C1CCN(CC(N)=O)CC1	6%
Cc1cccc(C(=O)N(C)C2CCN(CCc3ccccn3)CC2)c1	-1%
COc1ccc(CN2C[C@H]3CN(C(=O)NCc4ccccc4)CCN3C2=O)cc1	-3%[176 µM]
Cc1ccc2cc(CCC(=O)N3CCN(c4ccccn4)CC3)c(=O)[nH]c2c1	-1%

Next section (5 carried over from the part before).
SMILES	ALOX12 inh
NC(=S)NN=C1CCCCCCCCCCCCC1	?
CCCOc1ccc(Cl)cc1CNC(=O)C1CCN(CC(N)=O)CC1	6%
Cc1cccc(C(=O)N(C)C2CCN(CCc3ccccn3)CC2)c1	-1%
COc1ccc(CN2C[C@H]3CN(C(=O)NCc4ccccc4)CCN3C2=O)cc1	-3%[176 µM]
Cc1ccc2cc(CCC(=O)N3CCN(c4ccccn4)CC3)c(=O)[nH]c2c1	-1%
CCN(CC)S(=O)(=O)c1cccc(C(=O)N(C)Cc2cccs2)c1	-7%
Cc1ccc(NC(=O)NCc2c(C)nn(C)c2C)c(C)c1	0%
C[C@H]1[C@@H](NC(=O)Nc2cccc(C#N)c2)CC[C@@]23CCCN2C(=O)CCC[C@@H]13	1%
Fc1ccc(CN2CC(Oc3ccc4c(c3)OCO4)C2)cc1	?
COc1ccc(C(=O)N2CCC(c3noc4ccccc34)CC2)cc1OC	?
CC[N+](CC)(CC#Cc1ccccc1)CC(=O)C(C)(C)C	-16%
Cc1cc(C(F)(F)F)nc(CNC(=O)c2ccc3cccc(F)c3n2)n1	1%
Cc1cccc(CN2CCN(C)C3(CCC(=O)N(CC(=O)O)CC3)C2)n1 (stereo unspecified)	?
Cc1noc(C)c1[S+](=O)([O-])N1CCC2(CC1)OCCN(Cc1ccccc1)C2=O	17%[176 µM]
COC(=O)c1ccc(CN2C(=O)[C@@H]3C[C@@H](O)CN3C3(CN(Cc4ccc(C(F)(F)F)cc4)C3)C2=O)cc1	1%
CCCCCCC/C=C/C=O	15%[176 µM]
CC(=O)Nc1cc(-c2ccc(=O)n(CC(=O)Nc3c(C)cc(C)cc3C)n2)ccc1C	-25%
Cc1noc(-c2ccccc2Cl)c1C(=O)NCc1cccc(F)c1F	-5%
C/C(=N/Nc1ccc(S(N)(=O)=O)cc1[N+](=O)[O-])c1cccc(Br)c1	-30%
COc1ccc(-c2cc(N3CCCC(NC(=O)Cc4ccccc4)C3)n[nH]2)cc1 (stereo unspecified)	83%[activator]
CC1CCC(C(C)C)C(NC(=O)c2ccccc2)C1 (stereo unspecified)	-5%
Cn1nc(CC(=O)Nc2cccc(OC(=O)c3ccc(Cl)cc3)c2)c2ccccc2c1=O	3%
Cc1ccc2c(COC(=O)C3CCCO3)cc(=O)oc2c1C (stereo unspecified)	0%
O=C(c1ccc(C(F)(F)F)cc1)N1CCC(n2c(=O)[nH]c3ccccc32)CC1	0%&-19%
O=C(CCc1ccccc1)N1CCC(c2n[nH]c(=O)n2-c2ccccc2)CC1	-23%
COc1ccc(-c2nnsc2C(=O)NCCC(C)C)cc1	18%
Cc1ccc(C)c(C(=O)CSc2nnc(COc3ccc(Cl)cc3)n2C)c1	-19%
CCc1cc(=O)oc2c(C)c(OCC(=O)NCCCN(C)C)ccc12	-9%
O=C(C[C@@H]1CCNC[C@@H]1Cc1cc(-c2ccccc2)on1)NCc1cccs1	?
CC(C)(C)c1ccnc(N[C@H]2CO[C@H]3[C@@H]2OC[C@@H]3NC(=O)CCCC(=O)O)n1	10%[176 µM]
COc1ccc(NC(=O)N2CC[C@@H](CC(=O)O)[C@@H](CC3=NCCc4cc(OC)c(OC)cc43)C2)cc1	?
O=C(c1ccc2c(c1)OCO2)N1C[C@@H]2C[C@H](C1)c1ccc(-c3cccc(C(F)(F)F)c3)c(=O)n1C2	?
CCOc1cccc(-c2nc(C(=O)Nc3ccc(OC)cc3)cs2)c1	23%
COc1ccc(-c2ocnc2C(=O)Nc2cccc(Cl)c2C)cc1	-4%
COCc1ccc(C(=O)N2CCC3(CC2)C(C(=O)O)CC(=O)N3C)o1 (stereo unspecified)	47%[activator]
COCc1nncn1C1CCN(S(=O)(=O)c2cc(Cl)ccc2OC)CC1	16%
CCc1nc(-c2c3n(c(=O)n(Cc4ccc(Cl)cc4)c2=O)CCCC3)no1	3%
CC(C)CN1CCOC(CNC(=O)N2CCN(S(=O)(=O)c3ccc(C#N)cc3)CC2)C1 (stereo unspecified)	12%
CCOc1ccc(CN(C)C(=O)c2nn(Cc3ccccc3)c(=O)c3ccccc23)cc1OC	-21%
CC1CCC2(CC1)NC(=O)N(CC(=O)Nc1ccc(C(C)C)cc1)C2=O (stereo unspecified)	-3%
CO[C@H]1C(=O)N(C2CCN(S(=O)(=O)c3c(C)noc3C)CC2)[C@H]1c1ccncc1	44%[activator]
COC(=O)c1cc2n(n1)CCN(C(=O)c1cccc3c1OCC3)C2	18%
CCc1ccccc1NC(=O)Cn1ccn2nc3c(c2c1=O)CCCC3	?
O=C(NCc1ccc2c(c1)OCO2)C1NCCc2[nH]cnc21 (stereo unspecified)	-2%
COc1ccc(-c2cn3cc(C(=O)N4CCCCC4)nc3c(=O)n2CC2CC2)cc1	2%
COc1ccc(Cl)cc1S(=O)(=O)NCCO	?
Cc1cccc(NC(=S)N/N=C/C2=CCC3CC2C3(C)C)c1C (stereo unspecified)	?
CC(Sc1ncccn1)C(=O)NC(c1ccccc1)c1ccccc1 (stereo unspecified)	64%[activator]
COc1nc2ccccc2nc1N1CCC(C(=O)Nc2ccc(C(N)=O)cc2)CC1	?
CCCc1cc(=O)oc2cc(OCC(=O)N3CC[C@@]4(O)CCCC[C@H]4C3)ccc12	-8%
Cc1ccc(Cc2c(C)nc3nc(SCC(=O)NCCN4CCCCCC4)nn3c2C)cc1	?
CC(C)NC(=O)CCC[C@@H]1[C@H]2CCCN3CCC[C@@H](CN1Cc1ccccc1)[C@@H]23	8%
O=C(NCc1ccc(Cl)cc1)c1ccc2cncn2c1	30%[activator][176 µM]
Cc1nc2ccc(C(=O)NC(C)CCCC(C)C)cc2nc1C (stereo unspecified)	-13%
COC1CCOC2(CCN(C(=O)Nc3ccccc3F)CC2)C1 (stereo unspecified)	62%[activator]

Arranged by molecular weight (falling): part of the list above
SMILES	ALOX12 inh
Cc1ccc(Cc2c(C)nc3nc(SCC(=O)NCCN4CCCCCC4)nn3c2C)cc1	?
COc1nc2ccccc2nc1N1CCC(C(=O)Nc2ccc(C(N)=O)cc2)CC1	?
CCCc1cc(=O)oc2cc(OCC(=O)N3CC[C@@]4(O)CCCC[C@H]4C3)ccc12	-8%
CC(Sc1ncccn1)C(=O)NC(c1ccccc1)c1ccccc1 (stereo unspecified)	64%[activator]
Cc1cccc(NC(=S)N/N=C/C2=CCC3CC2C3(C)C)c1C (stereo unspecified)	?
O=C(NCc1ccc(Cl)cc1)c1ccc2cncn2c1	30%[activator][176 µM]
COc1ccc(Cl)cc1S(=O)(=O)NCCO	?

(list continues)
SMILES	ALOX12 inh
Cc1cccc([N+](=O)[O-])c1NC(=O)COc1ncnc2ccccc12	?
O=C(NC[C@H]1OC[C@@H](N(Cc2ccccc2)Cc2ccccc2)[C@@H]1O)c1ccccc1	7%[176 µM]
O=C(C1CC1)N1C[C@@H]2OCC(=O)N(Cc3ccccc3)[C@@H]2C1	25%[176 µM]
O=C(NC1CCCCC1)N1CCN(c2ccc(Cl)nn2)C(=O)C1	7%[6.33 µM]
CCCCN1C(=O)C(=O)NC[C@H]1Cc1cccc2ccccc12	-13%
CN(C)C(=O)CN(C)c1ncnc2sc3c(c12)CCC3	21%
CCc1noc(-c2ccn3c(CNC(=O)Cc4ccc(C)cc4)nnc3c2)n1	3%
O=C(CCC1CCCC1)N1CCC2(CCCCO2)CC1	-18%

Assay outcomes (PubChem BioAssay)
